DENV2 CPE – inhibitors of DENV2 cytopathic effect | DENV2-infected cells, cytopathic effect rescue, plate reader | CPE inhibition, % at 9.99 µM | actives 1.7% (n = 350,000) | AID 651640; in the data active = CPE inhibition above about 20%, passing the limit was not always enough; inconclusive = no clear call, values can overlap the other calls; tested in BHK-21 cells;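 note: 0% = median of neutral control wells and 100% = median of positive control wells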
Xi reactivation – X-chromosome reactivation activator. AID 743238. XiGFP mouse fibroblasts, % GFP-positive cells imaging, 3 d; cells co-treated with 5-aza-dC sensitizer; scaled so ellipticine positive control = 100%. actives 0.055% (n = 360,000). activation, % at 7.58 µM;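 active = mean normalized replicate activation at least 10% and every replicate at or above 10%; inconclusive = only one of the two criteria met; inactive = mean below 10% and not all replicates reach 10%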;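 note: 0% = median of on-plate neutral control wells and 100% = ellipticine 6 µM median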
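Material: XiGFP fibroblasts, SV40-immortalized; Buffer or medium: DMEM containing 5-aza-dC; Compound dosing: single point; Times: 3 days compound exposure.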
RAD54 inh – inhibitors of human RAD54 branch migration; Q92698; inhibition, % at 10.4 µM; RAD54 Holliday junction branch migration, FAM/BHQ fluorescence; actives 0.14% (n = 360,000);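 active = mean normalized replicate activity at least 40 and at least half of replicates scoring 40 or more; inconclusive = only one of the two criteria met; inactive = mean below 40 and under half of replicates reaching 40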;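 note: 0% = median of neutral control wells and 100% = median of positive control wells; inhibitors cause a drop in the FAM fluorescence signal; in these data hits start at about 50%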
CASP6 VEID inh – caspase-6 (human) enzyme inhibition; inhibition, % at 12.5 µM; purified caspase-6, Z-VEID-R110 cleavage fluorescence; actives 0.53% (n = 350,000);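 active = mean inhibition across replicates at least about 35%, with every replicate also reaching that limit, limit read from the data; inconclusive = only one of the two criteria met; inactive = neither criterion met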;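 note: 0% = median of neutral control wells and 100% = no fluorescence left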
RAD52 anneal inh – inhibitors of human RAD52 DNA annealing | P43351 | actives 0.46% (n = 360,000) | inhibition, % at 18.7 µM | recombinant RAD52 DNA annealing, FRET fluorescence | AID 651710;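 active = every replicate showing at least 50% inhibition; inconclusive = mean inhibition at least 50% but not in every replicate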
Target sequence (P43351 whole entry, looked up): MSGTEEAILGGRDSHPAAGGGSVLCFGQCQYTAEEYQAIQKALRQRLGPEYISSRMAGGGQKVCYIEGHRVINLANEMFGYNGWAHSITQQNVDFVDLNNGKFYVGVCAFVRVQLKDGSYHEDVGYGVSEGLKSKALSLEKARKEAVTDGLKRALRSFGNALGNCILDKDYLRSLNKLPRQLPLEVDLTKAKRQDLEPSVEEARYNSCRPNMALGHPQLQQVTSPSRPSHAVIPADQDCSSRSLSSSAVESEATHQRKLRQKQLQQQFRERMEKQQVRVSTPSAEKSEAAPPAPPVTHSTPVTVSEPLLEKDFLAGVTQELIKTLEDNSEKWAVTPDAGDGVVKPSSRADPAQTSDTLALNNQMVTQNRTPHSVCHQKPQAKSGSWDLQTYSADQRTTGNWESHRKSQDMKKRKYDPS
GSIS activator – primary screen for activators of insulin secretion dependent on glucose, INS-1E cells, GLuc reporter luminescence; AID 743287; activation, % at 16.6 µM; actives 0.61% (n = 370,000); INS-1E GLuc reporter insulin secretion, 2-3 h;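 active = lowest replicate activation of at least 40%, so every replicate reaches that level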;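 note: 0% = median of neutral control wells and 100% = median of IBMX positive control wells; some compounds called inactive have numbers as strong as hits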
F508del corr – correctors of CFTR F508del function in bronchial epithelial cells. CFBE cells, YFP halide quenching; stimulated with forskolin plus potentiator P3; % fluorescence drop versus neutral controls. activity (quench increase), % at 7.58 µM. actives 0.36% (n = 350,000);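 active = mean added fluorescence quench of at least 8% versus neutral control, with both replicates also reaching 8%; inconclusive = only one of the mean or replicate conditions met; inactive = mean below 8% and not both replicates reaching 8%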;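 note: cells transiently co-express mutant CFTR-F508del with the halide-sensitive YFP; corrector assay measuring rescue of mutant channel to the surface after 24 h compound exposure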
E-selectin induc – induces E-selectin expression in human endothelial cells | HUVEC E-selectin immunofluorescence imaging; normalized: neutral wells 0, TNF-alpha wells 100 | activation, % at 7.58 µM | actives 0.37% (n = 260,000) | AID 686992;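 active = mean E-selectin-positive cell signal at least 10% of the positive control, reached in at least 60% of replicates, without over 20% cell loss; inconclusive = no rule given, readout overlaps actives, possibly toxicity-flagged; inactive = the rest, including those meeting only one limit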;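 note: in these data hits start at about 27%; measured in HUVEC primary endothelial cells; signal is the percent of cells scored E-selectin positive by PE staining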
Target sequence (P16581 whole entry, looked up): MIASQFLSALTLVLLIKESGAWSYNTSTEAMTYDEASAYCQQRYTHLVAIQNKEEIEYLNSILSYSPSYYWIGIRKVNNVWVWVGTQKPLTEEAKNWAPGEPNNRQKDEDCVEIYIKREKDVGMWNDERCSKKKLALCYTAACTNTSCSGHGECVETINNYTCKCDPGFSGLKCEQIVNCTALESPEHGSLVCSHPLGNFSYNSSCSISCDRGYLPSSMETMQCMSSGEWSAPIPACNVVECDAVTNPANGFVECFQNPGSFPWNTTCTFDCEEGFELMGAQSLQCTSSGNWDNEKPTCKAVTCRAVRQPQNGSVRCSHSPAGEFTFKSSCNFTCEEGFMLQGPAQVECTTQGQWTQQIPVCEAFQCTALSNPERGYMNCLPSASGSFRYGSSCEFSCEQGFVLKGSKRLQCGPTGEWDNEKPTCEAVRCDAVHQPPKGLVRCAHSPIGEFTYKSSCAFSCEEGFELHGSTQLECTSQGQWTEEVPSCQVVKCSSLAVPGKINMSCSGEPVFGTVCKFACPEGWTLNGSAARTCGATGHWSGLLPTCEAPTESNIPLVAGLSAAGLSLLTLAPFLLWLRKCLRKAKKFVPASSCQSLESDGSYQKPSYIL
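Test system: HUVEC | Signal: Immunofluorescence imaging | Read-out: Percent E-selectin-positive cells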
* = called active by the depositor; u = inconclusive; x = not tested or not shown; & = joins results of further samples; ! = not confirmed by another sample.

SMILES	DENV2 CPE	Xi reactivation	RAD54 inh	CASP6 VEID inh	RAD52 anneal inh	GSIS activator	F508del corr	E-selectin induc
CCc1nc(N2CCCCC2C(=O)O)c2oc3ccccc3c2n1 (stereo not given)	-3	0.0	x	4	-15	-8	-3.8	5.4
S=C(NCc1ccco1)N/N=C/c1ccc(Cl)cc1	-1	0.0	x	1	-9	-33	x	-1.5
CC(=O)N1CCN(c2ccc(NC(=O)c3ccc(F)cc3)cc2)CC1	4	0.3	0	-1	-4	6	0.8	x
CN(C)C(=O)C[C@@H]1CC[C@H](NC(=O)NC2CCCCC2)[C@@H](CO)O1	x	-0.8	6	0	-9	-2	-1.9	-0.7
CCOc1ccc(-n2cc(-c3ccccc3)c3c(N4CCOCC4)ncnc32)cc1	3	0.0	4	5	0	-3	-7.5	x
CC(C)[C@H](NC(=O)c1ccccc1Cl)C(=O)Nc1nc(-c2ccccn2)cs1	-7	6.6	2	-1	-111	2	2.6	-3.0
COC(=O)c1ccc(NC(=O)CO/N=C2\CCCc3nonc32)cc1	-2	0.0	-6	2	-37	8	-1.0	0.0
COc1cc(/C=C/C(=O)OCC(=O)NC(=O)NC(C)C)ccc1O	-9	0.0	2	7	-17	17	0.0	3.0
Cc1cc(=O)oc2cc(OCC(=O)NCCc3ccccc3)ccc12	0	x	0	2	-13	15	3.2	x
Cc1cnc(C(=O)OCC(=O)NCc2cccc(Cl)c2)cn1	-1	0.3	1	0	-6	0	-0.8	0.6
Cc1noc(C)c1NC(=O)N(C)C[C@@H]1Oc2ncc(/C=C/c3ccccc3)cc2C(=O)N([C@H](C)CO)C[C@H]1C	0	-2.0	7	-3	20	23	1.2	0.0
COC(=O)c1ccc(-c2nn(C)c(=O)c3ccccc23)cc1	7	0.1	0	1	-16	8	-0.5	0.3
Cc1ccc(C)c(NCc2ccccc2CO)c1	4	-0.1	x	3	-16	6	-1.4	-0.1
O=C(CCc1nc2ccccc2c(=O)[nH]1)Nc1ccccc1N1CCCCC1	u	0.6	-11	6	-66	-13	1.6	0.0
O=C(Nc1ccccc1C(=O)O)/C(=C/c1ccc(Cl)cc1Cl)NC(=O)c1ccco1	6	0.0	-2	2	-1	18	-1.1	-0.3
O=C(Oc1cccnc1)c1cccc(Cl)c1	x	x	-7	-1	1	6	-0.3	x
COCC(=O)Nc1ccc2c(c1)C(=O)N(C)[C@@H]1CC[C@@H](CC(=O)NCCCN(C)C)O[C@H]1CO2	u	0.1	5	0	17	-5	-0.8	-0.3
CSCCC(NS(=O)(=O)c1ccccc1F)C(=O)NCc1cccnc1 (stereo not given)	14	0.0	0	-1	-21	-3	0.7	1.0
COc1cccc(C(NC(C)=O)c2nc(-c3ccccc3)cs2)c1 (stereo not given)	6	0.0	0	1	-16	x	-1.0	-1.0
COc1ccc2c3c([nH]c2c1)[C@H](CO)N(C(=O)CN1CCOCC1)CC31CCN(Cc2ccccc2)CC1	5	0.3	x	0	-2	6	0.2	0.0
CC(C)c1cn(CC[C@@H]2CC[C@H](NC(=O)Nc3cc(Cl)cc(Cl)c3)[C@H](CO)O2)nn1	-2	0.6	-2	0	2	-10	-1.1	-0.1
ClCc1nc2ccccc2c2ccccc12	-6	0.1	1	0	-78	3	2.4	x
CCN1CCC(NC(=O)c2cc(OC)c(OC)cc2OC)CC1	1	x	x	-32	-6	1	-2.2	x
CC(C)(C)c1csc(NC(=O)CCS(=O)(=O)c2ccc(F)cc2)n1	3	0.1	7	3	-4	-18	-0.4	-0.3
CCCC(=O)Nc1c(-c2ccccc2)c(=O)c(C)nn1-c1ccc(Cl)cc1	1	0.1	x	x	-3	-10	4.8	x

Following part.
SMILES	DENV2 CPE	Xi reactivation	RAD54 inh	CASP6 VEID inh	RAD52 anneal inh	GSIS activator	F508del corr	E-selectin induc
COc1ccccc1NC(=O)CSc1nnc(-c2ccccc2)o1	1	0.0	0	0	4	84*	0.0	0.0
O=C(Nc1cccnc1)c1ccc(S(=O)(=O)c2ccc(Cl)cc2)cc1	6	0.0	-1	-4	-21	-11	-0.7	0.0
CCO[C@H]1OC(C(=O)NC2CC2)=C[C@@H](c2ccc(Br)cc2)[C@@H]1CCCO	2&17	0.0	-7&4	-3&0	-2&-14	-19	-1.5&-0.4	0.2
COc1ccc(N2CCN(C(=O)C3CCN(S(=O)(=O)c4c(C)noc4/C=C/N(C)C)CC3)CC2)cc1	5	0.0	3	3	-11	15	-2.0	x
Nc1c(N(Cc2ccco2)C(=O)c2cccc(F)c2)c(=O)[nH]c(=O)n1Cc1ccccc1	2	0.1	-7	7	-25	x	5.3	-0.6
CC(=O)N(Cc1cccc(F)c1)C[C@H]1[C@@H](c2ccccc2)[C@@H](CO)N1C(C)=O	-3	0.0	x	0	-6	5	-1.6	-0.1
C[C@H](CO)N1C[C@H](C)[C@H](CN(C)S(=O)(=O)c2cn(C)cn2)Oc2ncc(C#Cc3ccccc3)cc2C1=O	2	x	1	2	0	x	2.8	x
O=C(CSc1ncnc2sccc12)N1CCCCC1	x	-0.1	-10	0	-15	x	5.0	0.3
COc1ccc(-n2nnnc2CNC(=O)C2CC(=O)N(c3ccc(Cl)cc3)C2)cc1 (stereo not given)	1	0.3	-2	-5	-7	18	-1.4	0.1
CN(C)CCNC(=O)c1ccc(Sc2ccc(Br)cc2)c([N+](=O)[O-])c1	-6	0.0	23	-4	8	5	-0.6	x
Cn1c(SCC(=O)Nc2ccc(Cl)cn2)nnc1C1CC1	14	-0.1	-6	4	7	9	1.7	0.0
CCCCCCCCNC(CO)(CO)CO	0	0.1	-16	1	-8	-10	-1.8	0.7
Cc1csc(NC(=O)CSc2nc(=O)[nH]c3c2CCCC3)n1	-1	0.0	13	3	-16	-3	-3.4	0.1
CC1SCC(NC(=O)c2cccc(Cl)c2)CS1 (stereo not given)	4	-0.1	-12	-5	5	6	-0.3	x
O=C(c1ccccn1)N1CC[C@@H]2[C@H]1c1cc(Br)ccc1N[C@@H]2CO	18	0.1	-16	-2	-27	11	1.5	0.6
CC(/C=C/c1ccccc1)=N\Nc1ccccc1[N+](=O)[O-]	0	0.2	x	1	-8	14	-1.9	-1.2
COc1ccc(NC(=O)N(C)C[C@H]2OCCCC[C@H](C)Oc3ccc(NS(=O)(=O)c4c(C)noc4C)cc3C(=O)N([C@@H](C)CO)C[C@H]2C)cc1	3	0.0	4	x	x	-3	2.9	-0.1
C[C@H](CO)N1C[C@H](C)[C@H](CN(C)Cc2ccc3c(c2)OCO3)Oc2c(NS(C)(=O)=O)cccc2C1=O	2	0.1	6	2	-7	9	-1.5	-1.8
COc1cc2sc(-c3ccccc3OC)c(-c3ccc(O)cc3)c2cc1OC	-6	0.0	-4	0	-13	1	1.4	0.7
O=C(Nc1cc(F)ccc1F)N[C@@H]1CC[C@@H](CCNC(=O)c2cnccn2)O[C@@H]1CO	4	-0.3	6	x	-2	8	-1.9	-0.2
Cc1cc(C(=O)OCC(=O)N(C)c2c(N)n(Cc3ccccc3)c(=O)[nH]c2=O)c(C)n1-c1ccccc1	6	0.0	-4	-1	-18	4	-0.2	-0.5
COCCn1c(SCC(=O)Nc2ccc(Cl)cn2)nnc1-c1ccncc1	0	0.5	x	6	-19	-3	-0.3	-1.9
COc1cc2nc(N3CCN(C(=O)C4CCCO4)CC3)nc(N)c2cc1OC (stereo not given)	-4&3	0.0&0.2	36&41	2&0	34&33	x	-4.6&2.2	0.0&2.4
CNC(=O)C[C@@H]1CC[C@@H]2[C@@H](COc3ccc(NC(=O)C4CC4)cc3C(=O)N2C)O1	3	0.3	-6	x	x	13	2.6	1.1
CC1=NC(=O)C(N=Nc2ccccc2C(=O)O)N1c1ccccc1 (stereo not given)	-6	0.0	x	11	-10	-8	-1.0	x

Later entries.
SMILES	DENV2 CPE	Xi reactivation	RAD54 inh	CASP6 VEID inh	RAD52 anneal inh	GSIS activator	F508del corr	E-selectin induc
CC(=O)c1cccc(NC(=O)c2cccc3c(-c4cnn(C)c4)coc23)c1	15	-0.2	-1	0	21	16	-0.7	-0.1
CCNC(=O)N(C)c1nncnc1C(=O)NC	x	x	-1	4	-9	6	x	x
C[C@@H]1CCCCO[C@@H](CN(C)C(=O)Nc2ccc(C(F)(F)F)cc2)[C@H](C)CN([C@H](C)CO)C(=O)c2cc(NC(=O)Nc3ccccc3)ccc2O1	0	0.0	3	2	-17	-11	3.1	0.2
Cc1ccc(C(=O)N/C(=C/c2ccc(Cl)cc2)C(=O)Nc2cccc(C(=O)O)c2)cc1	x	-0.1	6	x	x	9	x	-0.1
COc1ccc(NC(=O)CN(C)C(=O)c2cc(S(=O)(=O)N(C)C)ccc2N2CCCC2)cc1	-2	-0.1	x	5	-13	-4	-0.5	2.7
COc1cc(C(=O)OCC(=O)N2CC(C)OC(C)C2)cc(OC)c1OC (stereo not given)	6	0.1	5	-1	-6	3	-2.3	0.0
N#C/C(=C\c1ccc(/C=C(/C#N)c2nn(CCO)c(N)c2C#N)cc1)c1nn(CCO)c(N)c1C#N	x	0.9	2	x	x	15	x	-0.2
CCCc1cc(=O)oc2cc(OCC(=O)N3CC[C@@]4(O)CCCC[C@H]4C3)ccc12	2	x	-2	3	-3	x	2.8	x
CNC[C@@H]1Oc2ccc(NC(=O)Nc3c(C)noc3C)cc2CC(=O)N([C@H](C)CO)C[C@@H]1C	-5	-1.1	0	-2	11	-2	4.9	0.5
C[C@@H]1CN([C@@H](C)CO)C(=O)c2cccc(NC(=O)C3CCCCC3)c2O[C@@H]1CN(C)C(=O)NC1CCCCC1	33*!	0.0&0.2	2&5	0&0	3&-10	-3&-18	0.9&-1.2	-0.3&-0.2
O=C(NCCC1=CCCCC1)c1cc(COc2ccc(F)cc2Cl)on1	4	0.1	0	0	-11	-41	0.6	x
CC(C)(C)C1CCN2CCCC(c3ccccc3)(C1)C2=O (stereo not given)	16	0.2	x	3	-16	x	-0.7	x
CN1CCN(C(=O)C[C@@H]2C[C@H]3c4cc(NC(=O)C5CCOCC5)ccc4O[C@H]3[C@@H](CO)O2)CC1	-4	0.3	-6	0	1	8	-1.0	-0.3
CN(C)C(=O)c1cccc(-c2ccc([C@@H]3[C@H]4CN(C(=O)C5CCCC5)CC(=O)N4[C@H]3CO)cc2)c1	1	0.1	x	2	1	12	-3.4	-0.7
O=C(CCN1C(=O)/C(=C/c2ccc3c(c2)OCO3)SC1=S)NNC(=O)c1cccnc1	47*	0.0	x	-1	-242	3	-2.5	x
CC(=O)N1CCc2ccc(N)cc21	11	0.1	2	3	-7	x	1.2	0.1
CC1(C)CC(=O)C2=C(C1)Nc1ncnn1C2c1cccs1 (stereo not given)	x	0.3	x	0	-6	0	-2.7	-1.6
NS(=O)(=O)c1ccc(Nc2c([N+](=O)[O-])cncc2[N+](=O)[O-])cc1	0	0.1	1	-1	-18	-3	3.5	-2.0
COc1ccc2cnn(-c3ccc(OC(F)(F)Cl)cc3)c(=O)c2c1OC	-1	0.0	1	-1	-14	-4	-0.2	0.2
C[C@@H]1CCCCO[C@H](CN(C)Cc2ccc3c(c2)OCO3)[C@@H](C)CN([C@H](C)CO)C(=O)c2cc(NC(=O)C3CCCCC3)ccc2O1	3	-0.7	7	-3	8	-5	-2.5	0.1

An excerpt from above, reduced to E-selectin induc and CASP6 VEID inh:
Molecule | E-selectin induc | CASP6 VEID inh
CCO[C@H]1OC(C(=O)NC2CC2)=C[C@@H](c2ccc(Br)cc2)[C@@H]1CCCO | 0.2 | -3&0
COc1ccc(N2CCN(C(=O)C3CCN(S(=O)(=O)c4c(C)noc4/C=C/N(C)C)CC3)CC2)cc1 | x | 3
